NCOA2 inhibitor – inhibition of GAL4-SRC2 driven luciferase reporter, primary screen, SRC2 inhibitor project, cell-based, luminescence | HEK293 GAL4-SRC2 luciferase reporter | inhibition, % at 9 µM | actives 0.17% (n = 370,000);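 active means inhibition above the mean inhibition of all tested compounds plus 3 SD, set per campaign, cut at about 52% in these data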;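 further: 0% = DMSO treated cells and 100% = cells given Gossypol at 36 µM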
COUP-TFII inh – NR2F2 transcriptional activity inhibitors, primary screen, cell-based, luciferase reporter, HEK293T, luminescence. COUP transcription factor 2 (Homo sapiens), P24468. HEK293T NGFI-A luciferase reporter. inhibition, % at 8.6 µM. actives 0.7% (n = 370,000);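 active means inhibition above a per-plate cutoff, mean inhibition of test wells between control levels plus 3 SD, cut at about 38% in these data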;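 further: cells cotransfected with COUP-TFII expression vector driving the NGFI-A reporter; 0% = median of COUP-TF2 test wells and 100% = reporter-only cells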
Target sequence (P24468 whole entry, looked up): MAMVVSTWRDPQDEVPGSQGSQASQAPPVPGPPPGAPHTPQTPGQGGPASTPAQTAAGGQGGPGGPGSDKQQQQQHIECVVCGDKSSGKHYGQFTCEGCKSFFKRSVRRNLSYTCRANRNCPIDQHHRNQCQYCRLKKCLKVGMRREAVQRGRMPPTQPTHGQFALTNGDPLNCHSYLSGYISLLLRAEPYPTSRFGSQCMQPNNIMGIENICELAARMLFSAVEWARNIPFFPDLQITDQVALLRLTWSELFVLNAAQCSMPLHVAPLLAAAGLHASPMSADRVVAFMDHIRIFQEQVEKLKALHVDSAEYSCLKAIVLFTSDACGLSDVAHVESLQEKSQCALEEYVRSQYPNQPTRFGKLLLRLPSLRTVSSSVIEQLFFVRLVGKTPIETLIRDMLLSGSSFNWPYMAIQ
An asterisk follows results filed as active. Some of the compounds tested, so the mix of outcomes need not match the whole.

no.	SMILES	COUP-TFII inh	NCOA2 inhibitor
1	Cc1nc2ccc(NC(=O)c3ccc(F)cc3Cl)cc2c(=O)[nH]1	5	-13
2	CC(=NNC(=O)CSc1nnc(-c2ccccc2)n1-c1ccccc1)c1ccc2ccccc2c1	0	-5
3	C[C@@H]1CN([C@@H](C)CO)C(=O)CCCn2cc(nn2)CO[C@H]1CN(C)C(=O)Nc1ccccc1F	12	1
4	CCn1c2ccccc2c2cc(C=NNC(=O)CSc3nc4ccccc4c(=O)n3-c3ccccc3)ccc21	-7	-22
5	O=c1c2ccccc2nnn1CSc1nc2cc(Cl)ccc2c(=O)n1Cc1ccco1	4	12
6	O=C/C=C/c1coc2ccc3ccccc3c2c1=O	-17	-64
7	O=C(c1ccc(F)cc1)C(CCCCCC(CN1CCOCC1)C(=O)c1ccc(F)cc1)CN1CCOCC1 (stereo not given)	7	-23
8	COC(=O)C1CN(CCO)CCS(=O)(=O)N1Cc1cn(Cc2ccc(C)cc2)nn1 (stereo not given)	-18	12
9	Cc1c(N/C(=N/S(=O)(=O)c2ccc(Cl)cc2)c2ccccc2)c(=O)n(-c2ccccc2)n1C	-3	5
10	O=C(NCCNC(=O)c1cc(OCC(F)(F)F)ccc1OCC(F)(F)F)Nc1ccc(Cl)cc1	-7	-22
11	COC(=O)C1=C(C)N(Cc2ccccc2C(F)(F)F)C(=NCc2ccc3c(c2)OCO3)NC1c1cccc(C(F)(F)F)c1 (stereo not given)	5	-18
12	CC(C)[C@H](NC(=O)C1CC1)C(=O)N1CCC[C@H]1C(=O)NCCc1ccccc1Cl	13	-6
13	CCN(CCNC(=O)[C@H]1C=C(OC)C(=O)C[C@H](c2ccccc2)[C@H]1C)C(C)=O	-10	4
14	O=C(NCCc1ccccc1F)c1cc2ccccn2n1	-26	-15
15	COc1cc(/C=N/O)ccc1OCc1ccc(Cl)cc1	-44	-39
16	Clc1ccc([C@H]2OC[C@@]3(CNC4CCCCC4)CS[C@H](c4ccc(Cl)cc4)N23)cc1	-15	16
17	O=C(CSc1nnc(SCc2cccc3ccccc23)s1)c1ccc(F)cc1	-3	11
18	Cc1nc2ccc(S(=O)(=O)NCC(=O)NCc3ccccc3C)cc2s1	-15	2
19	CC[C@H](C)[C@@H]1NC(=O)c2cc([N+](=O)[O-])cc(I)c2SC[C@@H](C(N)=O)NC(=O)[C@H](CCCCN)NC1=O	-11	4
20	O=C(N[C@H]1CC[C@@H]2SC[C@@H](C(=O)O)N2C1=O)OCC1c2ccccc2-c2ccccc21	-1	13
21	CCCOc1ccc(C(=O)CCC(=O)OCC(=O)Nc2ccc(OCC)cc2)cc1	-11	9
22	CN(CCO)c1ccc2c(c1)Oc1ccccc1CN(Cc1cn(Cc3ccccc3C(F)(F)F)nn1)S2(=O)=O	-27	1
23	Cc1ccc(CN2CCCCC(NC(=O)Cc3cccs3)C2=O)cc1 (stereo not given)	17	14
24	CCOC(=O)[C@]12CCCCC/C=C\1N(CCc1ccc(Cl)cc1)C(=O)[C@H]2CC(=O)N1CCN(C(=O)C2CC2)CC1	16	-9
25	CCCCCOC(=O)Nc1nc(=O)n([C@@H]2O[C@H](C)[C@@H](O)[C@H]2O)cc1F	3	-9
26	COC(=O)c1ccc(C=NNC(=O)c2cc(-c3ccc(C)c(C)c3)n[nH]2)cc1	-5	-14
27	CC(C)(C)C(=O)NC1CCCCN(Cc2cccc(Cl)c2)C1=O (stereo not given)	13	25
28	CN(C)C(=S)N=Nc1[nH]c2ccccc2c1O	-6	-50
29	COCCCn1cnn2c(=O)c3ccccc3nc2c1=O	-23	-48
30	COC(=O)C1=C(C)N(Cc2ccc(C(F)(F)F)cc2)C(=NCC2CC2)NC1c1cccc(Cl)c1 (stereo not given)	-6	-2
31	COc1ccc(C(=O)C[n+]2ccc3c(c2)nc(Cc2ccccc2)n3C)cc1	-2	15
32	CCc1cc2c(nc1CC)CCCN2Cc1ccc(Br)cc1	1	-1
33	CCOC(=O)C1=NOC(C(=O)Nc2nccs2)(C(=O)C2CC2)C1 (stereo not given)	-3	-6
34	COCCN1C(=O)[C@H]2C[C@@]13O[C@H](c1ccccn1)N=C3CC1c3ccccc3C[C@@]12C (stereo not given in full)	-10	-1
35	COC(=O)[C@@]1(Cc2ccc(F)cc2)[C@H]2c3cc(C(=O)N(C)C)n(Cc4nc5ccccc5[nH]4)c3C[C@H]2CN1C(=O)c1ccccc1	20	-17
36	CCn1c(=O)n(CC(=O)N2CCN(c3ccc(F)cc3)CC2)c(=O)c2ccccc21	11	-10
37	CCCCNC(=O)NCC1CCN(Cc2ccc(OC)cc2)CC1	-17	-4
38	O=C(CCc1ccccc1)N[C@H]1[C@H](OCc2ccccc2)CCC[C@@]12C(=O)N(Cc1ccccc1)c1ccc(-c3cnccn3)cc12	7	1
39	CCCC(=O)Nc1cc(C)c(NC(=O)Cc2ccccc2)cn1	-10	-30
40	CC[C@H](CCCCCCCn1ccc2ccccc21)CCC(=O)N(c1ccccc1)c1ccccc1	-19	16
41	O=C(CN1C(=O)CCSc2ccccc21)Nc1ccc(Cl)cc1	20	2
42	CCn1cnc2cc(NCc3ccc(Br)cc3)ccc21	-44	-41
43	O=C(c1cccs1)n1ccc2ccc(-c3ccc4ccn(Cc5ccccc5)c4c3)cc21	10	7
44	COC(=O)[C@]12C[C@H](CC(=O)N3CCOCC3)C(=O)N(Cc3ccccc3)C1=C[C@H](C1CCCC1)O[C@@H]2C	-57	-2
45	C=CCN1C(=O)[C@@H](CC(=O)N2CCSCC2)[C@]2(C(=O)OC)CCCCC=C12	-32	5
46	Cc1ccc(-n2[nH]c(C)c(C=Nc3ccc(S(=O)(=O)N4CCOCC4)cc3)c2=O)c(C)c1	-10	2
47	CCOC(=O)C1=C(C)N(CCCC(=O)O)C(=O)NC1c1ccccc1Cl (stereo not given)	4	-3
48	CC(C)(C)C(=O)OC12CCCN(C1)/C(=C/c1ccc(C#N)cc1)C2 (stereo not given)	-7	6
49	O=C(OCc1cn(Cc2c(F)cccc2F)nn1)N1CCOCC1	2	-9
50	Cc1ccc(CN2C(=O)/C(=C\c3ccc(C(=O)NCc4cccnc4)cc3)Oc3ccccc32)cc1	-4	41

Later entries:
no.	SMILES	COUP-TFII inh	NCOA2 inhibitor
51	C=C(C)Cn1c(SCC(=O)N/N=C(\C)c2ccc(Br)cc2)nnc1-c1ccc(Br)cc1	7	14
52	CC(C)CNC(=O)OCc1cn(Cc2ccc(F)cc2)nn1	11	-29
53	O=C(NCCN1CCC(Cc2ccccc2)CC1)C1CCCN(S(=O)(=O)c2ccccc2)C1 (stereo not given)	34	16
54	COC(=O)c1cc2c(c3c4cc(F)ccc4n(S(=O)(=O)c4cccc(C)c4)c13)C(=O)N(Cc1ccc(C(F)(F)F)cc1)C2	18	-1
55	CC(C)N1CCCCC(NC(=O)c2cccc(F)c2)C1=O (stereo not given)	-22	-25
56	CCCCCCCCN1C(=O)[C@@H](CC(=O)NCC23CC4CC(CC(C4)C2)C3)C[C@@]2(C(=O)OC)C1=C[C@H](COCc1ccccc1)O[C@@H]2C	16	11
57	C=CCN1C(=O)[C@@H](CC(=O)N2CCN(C(=O)c3ccco3)CC2)[C@]2(C(=O)OC)CCCCC=C12	-1	-17
58	COc1ccc2cc(/C=N/NC(=O)CN(c3ccccc3OC)S(=O)(=O)c3ccccc3)c(Cl)nc2c1	15	22
59	CCOC(=O)CCCNC(=O)OCCCN1CCC2(CCC(c3ccccc3)CC2)C1=O (stereo not given)	10	8
60	CC(C)Oc1cccc(-c2n[nH]c(=S)n2N=Cc2cccc([N+](=O)[O-])c2)c1	-14	-7
61	O=C(C1CCCN(S(=O)(=O)c2ccc(Br)s2)C1)N1CCN(Cc2ccccc2)CC1 (stereo not given)	17	6
62	COc1ccc(C2CC(=O)C(c3ccccc3)=CN2Cc2ccccc2)cc1 (stereo not given)	-2	15
63	COC(=O)C1=C(C(=O)OC)[C@@H]2N(C)c3ccc(OC)cc3[C@@]23C[C@@H](C(=O)OC)N(C(=O)COCc2ccccc2)C3=N1	-4	-1
64	CC(=O)Nc1ccc(N=Cc2c(O)c(C(=O)Nc3ccccc3)cc3ccccc23)cc1	-12	16
65	C=CCN1[C@H](C)COc2cccc(F)c2S1(=O)=O	-10	-1
66	COc1ccc([C@H]2OC(=O)C[C@H]2C(=O)N2CCN(c3ccccc3C(F)(F)F)CC2)cc1OC	3	-4
67	Cc1ccc2nc(-c3cccc(Br)c3)c(Cc3cccc(F)c3)n2c1	-52	-32
68	O=C(c1cccc(C(F)(F)F)c1)N1CC[C@H]2[C@H](CCCN2Cc2ccccc2)C1	-19	16
69	COc1ccc(C(=O)OCCN(C)C2CN(Cc3cn(Cc4cccc(C)c4)nn3)S(=O)(=O)C2)cc1OC (stereo not given)	-15	-1
70	c1ccc(-c2ccc(C3=Nn4c(nnc4-c4ccncc4)SC3)cc2)cc1	0	7
71	CCCN1C(=O)c2[nH]nc(-c3ccccc3)c2C1c1ccccc1 (stereo not given)	-7	5
72	O=S1(=O)c2ccc(Br)cc2OC[C@@H](c2ccccc2)N1Cc1cn(Cc2ccccc2)nn1	-2	-1
73	CN(Cc1cn(Cc2ccccc2)nn1)S(=O)(=O)c1ccccc1Br	-3	32
74	CC(C)C(C#CC1CC1)N(Cc1ccc2c(c1)OCO2)C(N)=NC(=O)/C=C/c1ccccc1 (stereo not given)	10	9
75	COc1ccc2c(c1)CO[C@H]([C@H](O)COC(C)=O)[C@H]2/C=C/c1ccccc1	8	-5
76	C/C=C/C(=O)N1CCC(C(=O)NCC2COc3ccccc3O2)CC1 (stereo not given)	18	16
77	c1ccc(Nc2ccc(NCCc3c[nH]c4ccccc34)cc2)cc1	-23	-3
78	C[C@H]1CN(c2ccc(N3CCN(C(=O)OC(C)(C)C)C[C@@H]3C)cc2C#N)CCN1Cc1ccccc1	-2	15
79	CC(=O)CC[C@H]1CC[C@]2(CCCN(C(=O)C3CCCCC3)C2)O1	-15	-21
80	C=CCN1C(=O)[C@@H](CC(=O)N2CCCC2)[C@]2(C(=O)OC)CCCCC=C12	-1	-17
81	CC(=O)c1ccc(-c2ccccc2C2=CC(=O)CC(C)(C)C2=O)cc1	2	-15
82	COC(=O)[C@]12C[C@H](CC(=O)N3CCN(C(=O)c4ccco4)CC3)C(=O)N(Cc3ccco3)C1=C[C@H](C1CCCC1)O[C@@H]2C	-12	3
83	COC(=O)COc1ccc(S(=O)(=O)Nc2cc(OC)ccc2OC)cc1	-18	20
84	Cc1cccc(-n2c(N)c(C(=O)NCCN3CCOCC3)c3nc4ccccc4nc32)c1	-6	-10
85	COc1ccc(S[C@]2(C(=O)N3CCOCC3)CC(=O)N(P(=O)(OC)OC)[C@@H]2c2ccc(OC)cc2)cc1	5	-16
86	Cc1ccc(NC(=O)OC[C@@H]2CSCCS(=O)(=O)N2)cc1	-26	-33
87	Fc1ccccc1Cn1ccc2ccc(-c3ccc4ccn(Cc5ccccc5F)c4c3)cc21	2	-10
88	O=C(Nc1ccccc1[N+](=O)[O-])NC1CCCCN(Cc2cccc(Cl)c2)C1=O (stereo not given)	21	0
89	CSCCCNC(=O)C1CCN(S(=O)(=O)c2ccc3[nH]c(=O)oc3c2)CC1	-6	7
90	O=C1CC(c2ccccc2Cl)Cc2c1cnn2-c1nc2ccccc2s1 (stereo not given)	5	-6
91	COc1cc(NC(=O)C2CCCN(S(=O)(=O)c3ccc(Br)s3)C2)cc(OC)c1 (stereo not given)	14	10
92	O=C(N1CCOCC1)N1CC[C@H]2[C@H](CCCN2Cc2ccccc2)C1	1	-29
93	CCOc1ccc(-n2c(SCC(=O)Nc3cc(C)c(NC(=O)c4ccccc4)cc3OC)nnc2-c2ccncc2)cc1	-4	18
94	O=S1(=O)c2ccc(N3CC[C@@H](O)C3)cc2OCCCN1C1CC1	-9	4
95	O=S1(=O)CC2c3ccc(F)cc3CN2CN1CCc1ccccc1 (stereo not given)	2	10

14 entries from above, with values ahead of the structure:
entry | COUP-TFII inh | NCOA2 inhibitor | structure
80 | -1 | -17 | C=CCN1C(=O)[C@@H](CC(=O)N2CCCC2)[C@]2(C(=O)OC)CCCCC=C12
81 | 2 | -15 | CC(=O)c1ccc(-c2ccccc2C2=CC(=O)CC(C)(C)C2=O)cc1
82 | -12 | 3 | COC(=O)[C@]12C[C@H](CC(=O)N3CCN(C(=O)c4ccco4)CC3)C(=O)N(Cc3ccco3)C1=C[C@H](C1CCCC1)O[C@@H]2C
83 | -18 | 20 | COC(=O)COc1ccc(S(=O)(=O)Nc2cc(OC)ccc2OC)cc1
84 | -6 | -10 | Cc1cccc(-n2c(N)c(C(=O)NCCN3CCOCC3)c3nc4ccccc4nc32)c1
85 | 5 | -16 | COc1ccc(S[C@]2(C(=O)N3CCOCC3)CC(=O)N(P(=O)(OC)OC)[C@@H]2c2ccc(OC)cc2)cc1
86 | -26 | -33 | Cc1ccc(NC(=O)OC[C@@H]2CSCCS(=O)(=O)N2)cc1
87 | 2 | -10 | Fc1ccccc1Cn1ccc2ccc(-c3ccc4ccn(Cc5ccccc5F)c4c3)cc21
88 | 21 | 0 | O=C(Nc1ccccc1[N+](=O)[O-])NC1CCCCN(Cc2cccc(Cl)c2)C1=O (stereo not given)
89 | -6 | 7 | CSCCCNC(=O)C1CCN(S(=O)(=O)c2ccc3[nH]c(=O)oc3c2)CC1
90 | 5 | -6 | O=C1CC(c2ccccc2Cl)Cc2c1cnn2-c1nc2ccccc2s1 (stereo not given)
91 | 14 | 10 | COc1cc(NC(=O)C2CCCN(S(=O)(=O)c3ccc(Br)s3)C2)cc(OC)c1 (stereo not given)
92 | 1 | -29 | O=C(N1CCOCC1)N1CC[C@H]2[C@H](CCCN2Cc2ccccc2)C1
93 | -4 | 18 | CCOc1ccc(-n2c(SCC(=O)Nc3cc(C)c(NC(=O)c4ccccc4)cc3OC)nnc2-c2ccncc2)cc1
